HepG2 tox: qHTS for Inhibitors of TGF-b: Cytotox Counterscreen. Potency, µM (highest dose often 46.1 µM), for inactives: top-dose activity change, negative = cytotoxicity, usual class: cytotoxic. 0.76% of 410,000 active. AID 588856, 2011. HepG2 CAGA-GFP viability, ATP luminescence, 18 h; note: potency is the fitted concentration of half-maximal effect; some results filed as inactive show a strong effect at the top dose
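CellTiter-Glo luminescence gave cytotoxicity after 18 hours at 37 degrees C. The cells were HepG2 CAGA-GFP in 1% FBS DMEM, stimulated with 500 pg/mL TGF-beta after compound addition. %Activity was normalised to no-cell wells (complete cell-killing) and DMSO (no toxicity), and curves were fitted and classified.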
Abeta yeast res: qHTS for compounds that reverse cellular toxicity of Amyloid beta (A-beta) peptide in yeast: Primary Screen; Potency, µM (highest dose often 46.1 µM), for the others: at the highest dose growth rescue, hits mostly activators; 0.063% of 410,000 active; AID 1347071, 2019; yeast expressing A-beta42, growth rescue, OD600, 48 h; response scale: 0% DMSO, 100% iron-clioquinol control; note: potency is the fitted concentration of half-maximal effect; nearly all actives have a fitted effect of over 55% in size
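Yeast growth medium received pinned compounds, then yeast cells expressing toxic A-beta were added; plates incubated at 30 C for 48 hr. Growth read as absorbance at 600 nm, normalized to DMSO and equimolar FeCl3 plus clioquinol controls.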
TGFb inhibitor: qHTS for Inhibitors of TGF-b | HepG2 CAGA-GFP TGF-b/SMAD3 reporter, GFP fluorescence, 18 h; TGF-beta stimulated, 500 pg/mL final | Potency, µM (top dose mostly 46.1 µM), without a hit: at the highest dose activity, negative = inhibition, most hits filed as inhibitors | 1.2% of 410,000 active | AID 588855, 2011; note: potency is the fitted concentration of half-maximal effect; % is set by controls: 0 for no effect and ±100 for the full control effect; nearly all actives have a fitted effect of over 65% in size
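First, reporter cells (HEPG2 CAGA-GFP) rested 2 h at 37 degrees C. Next, compounds were pinned in and TGF-beta added to 500 pg/mL final. After 18 h, GFP was imaged per cell and summed per well.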
Nrf2 activator: qHTS of Nrf2 Activators. AREc32 ARE-luciferase reporter (MCF7-derived line), luminescence, 24 h. Potency, µM (doses to about 46.1 µM), without a hit: top-dose activation, actives largely listed as activators. 0.31% of 410,000 active. AID 624171, 2012; note: potency is the fitted concentration of half-maximal effect; % of control where 0% means no effect; nearly all actives have a fitted effect of over 65% in size
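ARE-driven firefly luciferase activity in AREc32 cells measured after a 24 hr compound exposure at 37 deg C, using Steady-Glo reagent and a 30 min room-temperature hold.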
Mm-Cpn inhibitor: Inhibitors of TCP-1 ring complex (TRiC) of Methanococcus maripaludis (MmCpn): qHTS. 0.031% of 330,000 active. Chaperonin Mm-Cpn (Methanococcus maripaludis). Potency, µM (series often up to 76.9 µM), without a hit: at the highest dose activity, negative = inhibition, hits mostly inhibitors. purified Mm-Cpn ATPase, ADP Transcreener TR-FRET; note: potency is the fitted concentration of half-maximal effect; % is set by controls: 0 for no effect and ±100 for the full control effect; nearly all actives have a fitted effect of over 80% in size
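ATP (10 uM final) was added to archaeal chaperonin (25 nM final) after 10 min exposure to test compound at 37°C; after 30 min further incubation, ADP was detected by competitive TR-FRET.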
Akt phos inh: HTS Assay for Inhibitors of Akt Phophorylation: Primary Screen; Neuro2A IGF-stimulated pAkt S473 HTRF, 20 min; stronger effect = lower value; activity change, % for hits at 50 µM; 0.32% of 360,000 active; AID 651550, 2012; in the data active = activity change below about -80%; inconclusive = mostly about -51% to -80%; note: % is set by controls: 0 for no effect and ±100 for the full control effect
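Neuro2A cells in DMEM with 0.5% FBS, overnight at 37 deg C, given compound at single 50 µM final, then IGF (6 nM final) for 20 min at 37 deg C. Lysed; phospho-Akt Ser473 by HTRF after 24 h, 665/615 ratio.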
A549 tox: Nrf2 qHTS screen for inhibitors: counterscreen for cytotoxicity. A549 ARE-Fluc cells, CellTiter-Fluor viability, 18-24 h. Potency, µM (doses to about 46 µM), for inactives: top-dose activity change, negative = cytotoxicity, actives largely listed as inhibitors. 0.16% of 390,000 active; note: potency is the fitted concentration of half-maximal effect; % is set by controls: 0 for no effect and ±100 for the full control effect
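A549 ARE_Fluc cells in 5% FBS OPTI-MEM were exposed to compounds in concentration-response for 18-24 h at 37 deg C. Viability was read by CellTiter-Fluor fluorescence (Ex 405/Em 525) after 30 min, before the luciferase read.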
Nrf2 block: Nrf2 qHTS screen for inhibitors | Potency, µM (doses to about 46 µM), for the others: top-dose activity change, negative = inhibition, actives largely listed as inhibitors | 2.1% of 360,000 active | A549 ARE-Fluc reporter, luciferase luminescence, 18-24 h; note: potency is the fitted concentration of half-maximal effect; % is set by controls: 0 for no effect and ±100 for the full control effect; nearly all actives have a fitted effect of over 60% in size
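Nrf2 function is reported as luminescence of an ARE-controlled luciferase in A549 cells. Compounds were tested at several concentrations, and a CellTiter-Fluor read on the same wells flagged cytotoxicity.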
CCT modulator: High-Throughput Screening for Modulators of Cytosolic Chaperonin Activity | purified chaperonin ATPase assay, HTRF ADP detection, 30 min | activity change, % (no concentration beside the values), hits read low | 0.3% of 360,000 active | AID 651819, 2012; in the data active = activity change below about -30%; note: % is set by controls: 0 for no effect and ±100 for the full control effect
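Nucleotide hydrolysis assay: TRiC at 20–40 nM final (set by batch activity) with 10 uM ATP, 30 min at 37 °C, in presence of 76 uM compound. Detection by competitive ADP HTRF, 30 min ambient.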
Starred values were filed as active, the others as inactive; i = inactive; ? = inconclusive; nt = not tested or not shown; [ ] = remark or other dose. Unless noted, calls come from the whole dose curve; as a rule, active = well fitted curve in the direction sought with a large enough effect; inconclusive = small, poorly fitted or top-dose-only effect, or another doubt; inactive = no such curve, though single readings can be large; an effect the other way counts as inactive or inconclusive. No enrichment for hits; about 4.3% have a hit in one of these screens.

The line under a structure holds: HepG2 tox	Abeta yeast res	TGFb inhibitor	Nrf2 activator	Mm-Cpn inhibitor	Akt phos inh	A549 tox	Nrf2 block	CCT modulator
> COc1ccc(CN2CCNC(=O)C2CC(=O)NCCSc2nccn2C)cc1OC (stereo not drawn)
  -5%	-4%	-3%	-0.6%	1%	i	-8%	-5%	1.2
> Cc1ccc(C)c(C(=O)CSc2nc3ccccc3c(=O)[nH]2)c1
  -42%	-5%	12%	2.4%	1%	i	0%	3%	-3.5
> O=C(N/N=C/C=C/c1ccco1)c1ccncc1
  -16%	5%	-1%	?	-1%	i	0%	25%	3.0
> C/C(Cn1nnc2ccccc21)=N\NC(=O)c1cccc(Br)c1
  -3%	-8%	-2%	6.1%	0%	i	0%	1%	-1.6
> O=C(NCCN1CCC(n2c(=O)[nH]c3ccccc32)CC1)c1c(F)cccc1F
  nt	-15%	nt	0.0%	nt	i	nt	nt	0.2
> CCCOc1ccc(/C=N/Nc2ccc(C(=O)O)cc2)c(OCCC)c1
  1%	0%	0%	3.4%	2%	i	-19%	-22%	-2.4
> CCN(CC(=O)N1CCOCC1)S(=O)(=O)c1ccc(C)cc1
  -9%	-73%[inhibitor]	?	-0.1%	1%	i	5%	nt	-3.5
> Cc1c(Cl)cccc1NC(=O)CNC(=O)Cc1n[nH]c(=O)c2ccccc12
  0%	6%	-2%	-0.1%	2%	i	1%	0%	-3.4
> COc1cccc(N2CCN(CC(=O)Nc3ccc(S(=O)(=O)N4CCCCCC4)cc3)CC2)c1
  1%	24%	2%	-0.4%	-5%	i	-3%	-26%	1.7
> Cc1ccc(C)c(OCCn2cc(/C=C(\C#N)C(=O)NCc3ccco3)c3ccccc32)c1
  9%	11%	3%	0.1%	0%	i	3%	-17%	0.5
> Cc1ccc(SCC(=O)N2CC(C)OC(C)C2)cc1 (stereo not drawn)
  -14%	28%	-1%	-0.1%	0%	i	-3%	2%	-3.2
> CCC(C)c1c(O)nc(SCC(=O)c2ccccc2)[nH]c1=O (stereo not drawn)
  -1%	4%	-20%	9.5%	0%	i	-1%	21%	-1.5
> CCOC(=O)CSc1nc2c(sc(=S)n2-c2ccccc2)c(=O)n1-c1ccc(OC)cc1OC
  -10%	1%	-3%	0.5%	-1%	i	2%	-24%	-0.8
> CSc1ccc(Cn2nnc(C(=O)NCc3ccccc3)c2N)cc1
  -18%	4%	-4%	-0.8%	-2%	i	-6%	-1%	1.8
> Cc1ccc(C)c(N2CC(C(=O)O)CC2=O)c1 (stereo not drawn)
  2%	-15%	-3%	-1.0%	1%	i	4%	12%	0.9
> Cc1cccc(CN2CCN(CC(=O)NCCc3ccc(Cl)cc3)C2=O)c1
  -24%	13%	?	-0.3%	nt	nt	3%	?	nt
> C/C(=N\NC(=O)c1ccc(C)cc1C)c1ccc(-n2ccnc2)cc1
  -26%	-18%	3%	-0.4%	-1%	i	0%	-18%	-1.3
> COc1ccc(CCNCC(=O)Nc2ccc(OC(F)F)cc2)cc1
  -13%	-14%	3%	-0.6%	?	i	3%	1%	1.1
> Cc1ccc(NC(=O)CCNC(=O)c2ccccc2Cl)nc1
  33%	0%	3%	0.1%	-1%	i	-1%	-7%	-2.1
> N/C(=N\OC(=O)CCc1ccccc1)c1ccc(Br)cc1
  -46%	-2%	-2%	0.2%	2%	i	16%	?	-1.0
> CN1CCN(Cc2nc(-c3cccs3)no2)CC1c1ccccc1 (stereo not drawn)
  -16%	-1%	-6%	-0.8%	2%	i	1%	-2%	-1.7
> CCC(=O)c1ccc(O)cc1
  14%	11%	21%	0.4%	-12%	i	0%	16%	-1.7
> COCCCNc1oc(-c2ccc(COc3ccc(Cl)cc3)o2)nc1C#N
  -12%	10%	?	4.7%	nt	nt	-14%	23µM*	nt
> COc1cc(OC)cc(N2C(=O)N(CC(=O)c3ccc(F)cc3)c3ccccc3S2(=O)=O)c1
  -6%	-10%	4%	0.2%	nt	nt	-15%	nt	nt
> Cc1[nH]n(-c2ccc([N+](=O)[O-])cc2)c(=O)c1C=NCCc1c(C)[nH]c2ccccc12
  -30%	9%	-15%	3.8%[9.22 µM]	2%	i	-2%	?	-3.0
> Cc1ccccc1-n1c(SCc2cc(=O)n3ccccc3n2)nc2[nH]ncc2c1=O
  -10%	22%	0%	4.9%	0%	i	-14%	?	0.6
> COc1cccc(-c2ccc(=O)n(CC(=O)Nc3ccc(C(=O)N4CCCC4)cc3)n2)c1
  2%	4%	-7%	0.5%	2%	i	-4%	?	2.4
> Cn1nc(C(F)(F)F)c(-c2ccc(F)cc2)c1NC(=O)c1cccnc1
  -31%	-3%	3%	0.3%	2%	i	-8%	-9%	-2.8
> COC(=O)c1ccc(/C=C(\C#N)c2nc3ccccc3s2)cc1
  -1%	-8%	31%[activator]	0.3%	2%	i	1%	18%	0.3
> COC(=O)CN1C(=O)CC(C)(C)S(=O)c2ccccc21 (stereo not drawn)
  -7%	1%	-1%	-0.6%	-5%	i	-4%	-10%	-0.7
> COc1ccc(C(=O)NC2(C(F)(F)F)C(=O)NC(C)=C2C#N)cc1 (stereo not drawn)
  -3%	-5%	-8%	-1.1%	nt	nt	-6%	3%	nt
> Cc1nnc2ccc(-c3cccc(NC(=O)Cc4cccs4)c3)nn12
  -17%	7%	24%	15%	1%	i	9%	2%	-1.9
> CCOc1ccccc1NC(=O)CN1C(=O)COc2ccccc21
  13%	2%	5%	-1.0%	1%	i	0%	-5%	-1.1
> CCCn1cnnc1CNC(=O)C1CCC(=O)N(CCCc2ccccc2)C1 (stereo not drawn)
  2%	-6%	-22%	0.1%	-1%	i	1%	13%	0.4
> COc1ccc(N2CCN(S(=O)(=O)CCNC(=O)c3ccco3)CC2)cc1
  -5%	2%	-22%	-0.5%	0%	i	1%	1%	-1.2
> COCCN1C(=O)c2[nH]nc(-c3cc(C)ccc3O)c2C1c1ccc(C(C)C)cc1 (stereo not drawn)
  -112%	?	?	0.6%	nt	nt	?	-11%	nt
> CC(=O)c1cccc(NC(=O)c2ccc(N(C)S(C)(=O)=O)cc2)c1
  -7%	3%	1%	3.6%	0%	i	7%	nt	1.2
> O=c1c2ccccc2nc(-c2cccs2)n1-c1cccc2ccccc12
  -6%	-13%	-10%	2.4%	-18%	i	-17%	?	-2.0
> C=CCOn1c(=O)c(-c2ccc(Br)cc2)[n+]([O-])c2ccccc21
  2%	-21%	6%	1.7%	0%	i	0%	-5%	0.2
> c1ccc(NC2=NCCN2CC2CCCCCC2)cc1
  -3%	2%	?	0.9%	-1%	i	3%	5%	1.2
> C[C@@H]1CN([C@@H](C)CO)S(=O)(=O)c2ccc(Br)cc2O[C@H]1CN(C)C(=O)c1cccc(F)c1
  -20%	0%	3%	-1.7%	nt	i	nt	nt	0.8
> Cc1ccc([C@H]2N[C@]3(CCCN(Cc4ccco4)C3=O)[C@H]3C(=O)N(Cc4ccccc4)C(=O)[C@@H]23)cc1
  -15%	1%	-1%	0.2%	nt	i	nt	nt	-3.6
> CCn1c(CC(=O)Nc2ccccc2)nnc1SCC(=O)N1CCOCC1
  -18%	-9%	-17%	-0.8%	0%	i	-11%	10%	0.2
> COc1ccc(C(=O)Nc2cc3c4c(c2)CC(=O)N4CCC3)cc1
  -14%	12%	-1%	3.0%	-1%	i	0%	5%	0.8
> CCOc1ccc(/C=C/C(=O)Nc2sc3c(c2C(=O)OC)C(C(=O)OC)CC3)cc1 (stereo not drawn)
  1%	3%	-1%	0.6%	nt	nt	3%	7%	nt
> c1ccc(-n2nnnc2OCCOc2nnnn2-c2ccccc2)cc1
  0%	7%	-19%	-0.8%	nt	i	5%	?	-2.8
> CC(C)c1ccc(NC(=O)C2CCN(S(=O)(=O)c3ccc4c(c3)NC(=O)CO4)CC2)cc1
  -8%	nt	-25%	0.7%	-1%	i	-1%	3%	0.1
> Cc1ccc(-n2c3c(cc(-c4nc(-c5ccc(Cl)cc5)cs4)c2=O)C(=O)CC(C)(C)C3)cc1C
  -26%	-4%	0%	-0.6%	nt	nt	1%	4%	nt
> NC1=NC(=O)C2(COC(c3ccccc3Cl)OC2)S1 (stereo not drawn)
  -1%	14%	5%	-0.1%	2%	i	-1%	-10%	-1.1
> COc1cc(C(=O)NCc2nnc(SCC(=O)c3ccc(Cl)cc3)o2)cc(OC)c1OC
  1%	nt	-14%	0.5%	-4%	i	1%	3%	1.1

3 successive records from above:
The line under a structure holds: HepG2 tox	Abeta yeast res	TGFb inhibitor	Nrf2 activator	Mm-Cpn inhibitor	Akt phos inh	A549 tox	Nrf2 block	CCT modulator
> COc1ccc(CN2CCNC(=O)C2CC(=O)NCCSc2nccn2C)cc1OC (stereo not drawn)
  -5%	-4%	-3%	-0.6%	1%	i	-8%	-5%	1.2
> Cc1ccc(C)c(C(=O)CSc2nc3ccccc3c(=O)[nH]2)c1
  -42%	-5%	12%	2.4%	1%	i	0%	3%	-3.5
> O=C(N/N=C/C=C/c1ccco1)c1ccncc1
  -16%	5%	-1%	?	-1%	i	0%	25%	3.0
